HSP90 refold inh – blocks HSP90-mediated luciferase refolding in reticulocyte lysate | Rabbit reticulocyte lysate, luciferase refolding luminescence, 3 h | inhibition, % at 5.6 µM | hit rate 0.91% among 290,000;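 active = inhibition above the screen-wide mean plus 3 SD, computed separately per campaign, cut at about 16% in these data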;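 note: 0% = DMSO wells and 100% = 60 µM geldanamycin wells; inhibitors lower the luminescence because luciferase stays unfolded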
AI-2 QS mod – Vibrio harveyi AI-2 quorum sensing modulation; Vibrio harveyi JMH597 AI-2 luminescence/OD600 ratio, 9 h; active compounds read low; strain lacks LuxN and CqsS sensors; 0 = neutral-control median; activity change, % at 7.5 µM; hit rate 0.4% among 300,000; in the data active = activity change below about -75%, passing the limit was not always enough; inconclusive = no clear call, values can overlap the other calls;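 note: luminescence divided by OD600 gain over 9 h not by final OD600 alone; inactives centre near 13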
aSyn UTR inh – MLPCN primary screen, SNCA 5' untranslated region; alpha-synuclein 5'UTR reporter, inhibitor activity; inhibition, % (tested at 7.5 µM); hit rate 0.82% among 300,000; AID 1813; in the data active = inhibition above about 60%; inconclusive = no clear call, values can overlap the other calls;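 note: H4 neuroglioblastoma cells stably carrying SNCA 5'UTR luciferase fusion; 0% = DMSO wells and 100% = positive control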
KLF5 inhibitor – suppresses KLF5 promoter-driven expression; DLD-1 KLF5 promoter-luciferase reporter, luminescence; inhibition, % at 5 µM; hit rate 0.23% among 290,000; AID 1700;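 active = inhibition above a per-plate limit of that plate's mean compound inhibition plus 3 SD, cut at about 60% in these data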;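 note: 0% = DMSO wells and 100% = LY294002 at 200 µM; higher means less KLF5 promoter-driven luciferase light; inactives centre near -14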
HSF-1 act – increases HSF-1 driven luciferase reporter signal | NIH3T3-HGL HSF-1 luciferase reporter, MG132, 8 h; 100% = twice DMSO control signal | activation, % at 9 µM | hit rate 1.7% among 300,000;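 active = mean replicate activation of at least 50% with a set share of replicates each reaching 50%; inconclusive = only one of those two conditions met; inactive = mean below 50% and too few replicates reaching it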;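 note: 0% = median of the neutral control wells and 100% = twice that signal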
Platelet DG rel – platelet dense granule release activity; AID 1663; hit rate 0.22% among 300,000; human platelet-rich plasma, SFLLRN dense granule ATP release, luminescence; inhibition, %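 (compounds screened at 7.5 µM in platelet-rich plasma)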;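 active = mean replicate score, as percent of positive control, at or above 50; inconclusive = mean below 50 but at least one replicate at or above 50; inactive = mean and every replicate below 50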
HIF activator – HIF pathway transcriptional activation; U2OS HRE-luciferase reporter, luminescence; normalized: DMSO 0%, desferrioxamine 100%; activation, % at 7.5 µM (by protocol); hit rate 0.32% among 300,000; AID 1910;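 active = mean activation of at least 10% of the iron chelator positive control signal, with at least half of replicates also reaching 10%; inconclusive = mean and replicate majority disagree about reaching 10%; inactive = mean and most replicates under 10%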
HDAC3 inhib – blocks human histone deacetylase 3 | hit rate 0.15% among 320,000 | recombinant HDAC3, fluorogenic peptide/trypsin coupled, fluorescence | O15379 | inhibition, % at 8.3 µM | AID 2718; in the data active = inhibition above about 26%, passing the limit was not always enough; inconclusive = no clear call, values can overlap the other calls
Target sequence (O15379 whole entry, looked up): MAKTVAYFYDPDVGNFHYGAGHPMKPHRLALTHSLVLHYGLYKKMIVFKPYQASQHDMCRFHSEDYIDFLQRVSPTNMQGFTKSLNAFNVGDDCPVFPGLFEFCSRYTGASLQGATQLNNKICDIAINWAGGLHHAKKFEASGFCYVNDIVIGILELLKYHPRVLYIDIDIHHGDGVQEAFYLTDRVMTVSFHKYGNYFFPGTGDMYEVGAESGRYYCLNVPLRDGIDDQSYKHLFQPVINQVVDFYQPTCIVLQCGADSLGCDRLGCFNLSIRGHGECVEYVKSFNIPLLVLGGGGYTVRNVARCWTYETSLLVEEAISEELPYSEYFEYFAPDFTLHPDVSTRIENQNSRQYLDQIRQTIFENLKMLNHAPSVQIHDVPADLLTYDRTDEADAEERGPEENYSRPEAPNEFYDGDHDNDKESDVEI
IEC-6 cytotox – counter-screen for KLF5 inhibitors: cytotoxicity in IEC-6 cells | IEC-6 cytotoxicity, luminescence viability | inhibition, % at 5 µM | hit rate 0.78% among 290,000; in the data active = inhibition above about 22%;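 note: 0% = plate median of test compound wells and 100% = cytotoxic reference compound wells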
HSF1 inh – HSF1 inhibition; NIH3T3-HGL HSE-luciferase, MG132-induced, luminescence 8 h; active compounds read low; activity change, negative = inhibition, % at 7.5 µM (by protocol); hit rate 0.77% among 300,000;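 active = more than half of replicate wells show activity change below -50%, luminescence cut by over half; inconclusive = some wells, but at most half, below -50%; inactive = no replicate well below -50%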;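 note: luciferase reports HSF-1 transcriptional activity via heat shock element; 0% = median of DMSO wells and -100% = zero luminescence signal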
* = called active by the depositor; ? = inconclusive; / = no result given.

#	molecule	HSP90 refold inh	AI-2 QS mod	aSyn UTR inh	KLF5 inhibitor	HSF-1 act
1	COc1ccc(-c2nc(SCC(=O)Nc3cc(C)on3)n[nH]2)cc1	-1	20	-10	-23	-6
2	CC1CCc2cc(F)cc3c(O)c(C(=O)NCCN(C)C)c(=O)n1c23 (centres undefined)	2	1	-6	-2	-30
3	CCOC(=O)N1CCN(S(=O)(=O)c2ccc(OCC)c3ccccc23)CC1	2	4	24	-2	18
4	COC(=O)c1c(C)[nH]c(C(=O)OCC(=O)N(CC(C)C)c2c(N)n(Cc3ccccc3)c(=O)[nH]c2=O)c1C	/	38	11	/	-4
5	Cc1cccc(C)c1NC(=O)CNC(=O)c1ccccc1	0	-4	-12	-43	6
6	COc1ccc(NC(=O)CN(C)CC(=O)Nc2cccc(C(C)=O)c2)cc1	5	11	10	-35	1
7	COc1cccc(-c2c(C(=O)N/N=C(\C)c3cccnc3)nnn2-c2nonc2N)c1	1	25	1	-25	-7
8	O=C(C1CCCCC1)N1CCN(c2ccnc3cc(Cl)ccc23)CC1	1	/	10	-12	4

#	Platelet DG rel	HIF activator	HDAC3 inhib	IEC-6 cytotox	HSF1 inh
1	-16	-0.1	4	-1	-7
2	5	1.1	-5	12	-21
3	4	-1.6	6	0	12
4	4	0.0	/	/	-3
5	-15	-0.5	1	-4	1
6	23	-8.7	-3	-4	-12
7	2	/	3	-7	3
8	1	-0.4	-1	-2	-7

Overlap with the part before: 2 compounds; new compounds follow.
#	molecule	HSP90 refold inh	AI-2 QS mod	aSyn UTR inh	KLF5 inhibitor	HSF-1 act
7	COc1cccc(-c2c(C(=O)N/N=C(\C)c3cccnc3)nnn2-c2nonc2N)c1	1	25	1	-25	-7
8	O=C(C1CCCCC1)N1CCN(c2ccnc3cc(Cl)ccc23)CC1	1	/	10	-12	4
9	COc1ccc2c(C)c(CCC(=O)NCCCN3CCCC3=O)c(=O)oc2c1C	0	11	-4	-33	11
10	Nc1ccc(-c2nc3ccccc3o2)cc1	17*	-7	-46	-111	25
11	Cc1cc(N(CCO)CCO)nc(-n2nc(C)cc2C)n1	-4	14	-4	-18	-13
12	CC1CCN(c2ccc3nnc(CCC(=O)NCC(C)c4ccccc4)n3n2)CC1 (centres undefined)	-5	32	3	-27	2
13	O=[N+]([O-])c1cc(S(=O)(=O)N2CCCC2)ccc1N/N=C/c1cccnc1	-4	10	-1	-7	-50
14	COCC(C)N=C1NN=C(c2c[nH]c3ccccc23)CS1 (centres undefined)	1	10	-66	-22	4
15	CCN(CC)C(=O)CN(c1cc2c(cc1OC)oc1ccccc12)S(=O)(=O)c1ccccc1	3	25	24	-21	27
16	OCC[C@@H]1C[C@H](O)[C@@H](O)[C@]2(Cc3ccccc3CO2)O1	-4	10	0	0	4

#	Platelet DG rel	HIF activator	HDAC3 inhib	IEC-6 cytotox	HSF1 inh
7	2	/	3	-7	3
8	1	-0.4	-1	-2	-7
9	0	-0.3	-50	4	15
10	12	0.9	-72	2	20
11	-9	-21	-4	-7	6
12	3	0.2	2	-6	1
13	-4	-0.5	-8	-4	-38
14	1	1.0	15	1	-5
15	0	-1.0	/	-2	18
16	-1	0.3	-2	-10	-2

Going on with the list.
#	molecule	HSP90 refold inh	AI-2 QS mod	aSyn UTR inh	KLF5 inhibitor	HSF-1 act
17	Nn1c(Cc2cccc3ccccc23)nnc1SCc1ccc(Cl)c(Cl)c1	3	9	22	-36	-2
18	Cn1c(CCNC(=O)C2CCCCC2)nc2cc([N+](=O)[O-])ccc21	1	-3	-13	-7	2
19	CCNC(=O)NNC(=O)C1CC(c2cccs2)=NO1 (centres undefined)	0	18	9	10	3
20	CCOc1cc(NC(=S)NCCc2ccccc2)c(OCC)cc1NC(C)=O	-4	5	-13	-55	-1
21	COc1ccc(NC(=S)Nc2ccc3snnc3c2)cc1	6	-10	-107	-23	9
22	Cc1ccccc1S(=O)(=O)Cc1ccc(C(=O)NCCN(C)Cc2ccccc2)o1	6	14	10	-23	-14
23	CC(C)(C)c1[nH]nc2c1C(c1ccoc1)C(C#N)=C(N)O2 (centres undefined)	0	-6	-12	-22	37
24	COc1cccc(NC(=O)c2csc3c2CCCC3)c1	-3	-10	-134	-78	27

#	Platelet DG rel	HIF activator	HDAC3 inhib	IEC-6 cytotox	HSF1 inh
17	7	-0.6	7	-4	5
18	-6	-0.7	-5	-2	3
19	19	-0.9	-6	-5	-4
20	2	-0.2	3	-5	0
21	-6	5.6	-10	9	-3
22	1	-0.3	1	-6	2
23	2	-0.8	-3	-6	14
24	3	2.6	2	-2	24

(cont.)
#	molecule	HSP90 refold inh	AI-2 QS mod	aSyn UTR inh	KLF5 inhibitor	HSF-1 act
25	CCOC(=O)C1Nc2ccccc2C2C(O)C(O)CC12 (centres undefined)	/	10	13	/	-6
26	O=[N+]([O-])c1ccccc1NCCOc1ccccc1	0	18	-227	-74	?
27	CCCC(=O)Nc1nc2ccc(S(N)(=O)=O)cc2s1	-1	16	-8	-15	-14
28	CC1(C)C2([N+](=O)[O-])CN3CC1([N+](=O)[O-])CN(C2)C3c1ccc(O)c(O)c1 (centres undefined)	-2	15	7	3	-8
29	Cc1nn(-c2ccccc2)c(C)c1C(=O)OCC(=O)N1CC(=O)Nc2ccccc21	1	14	12	-19	13
30	Cc1ccc(CNc2ccc3c(c2)OCO3)c(C)c1	9	21	-98	-23	-4
31	CCOCCCNC(=O)/C(C#N)=C/c1ccccc1F	-3	30	-4	-25	-22
32	Cc1ccc(C(=O)c2cc3c(cc2N)OCCO3)cc1	-4	36	-5	-19	14

#	Platelet DG rel	HIF activator	HDAC3 inhib	IEC-6 cytotox	HSF1 inh
25	3	-1.3	?	/	-1
26	-10	2.7	0	-5	33
27	-10	0.8	-6	3	-3
28	-8	0.1	-5	-2	-17
29	2	-0.1	-10	-2	2
30	-7	0.9	1	0	5
31	-4	-0.6	-7	-12	-11
32	6	0.8	-6	2	19

More structures:
#	molecule	HSP90 refold inh	AI-2 QS mod	aSyn UTR inh	KLF5 inhibitor	HSF-1 act
33	NC(=S)NNC(=S)Nc1ccccc1	1	11	-15	-3	16
34	Cc1ccc(S(=O)(=O)CCNC(=O)Cc2ccc(Cl)cc2)cc1	-4	27	9	-4	32
35	CCCCOC(=O)c1ccc(NC(=O)c2cc(Cl)ccc2OC)cc1	-1	-8	0	-18	9
36	COc1ccc(C(=O)N2CCCC(O)C2)cc1OC1CCN(C(C)C)CC1 (centres undefined)	-6	11	-10	-19	-2
37	CCOC(=O)n1c(SCC(=O)N(CC)CC)nc2ccccc21	5	1	-35	-15	-4
38	COc1ccc(C)cc1S(=O)(=O)N(C)CC(=O)N1CCCC1	2	3	14	-11	10
39	Cc1ccnc(NS(=O)(=O)c2ccc(NC(=O)COc3ccccc3)cc2)n1	-3	44	68*	9	-91
40	COC(=O)c1[nH]c2cc(OC)c(OC)cc2c1NC(=O)c1cccc(OC)c1	-3	5	-13	-2	21

#	Platelet DG rel	HIF activator	HDAC3 inhib	IEC-6 cytotox	HSF1 inh
33	-14	-1.0	1	1	-3
34	-5	0.0	1	-1	1
35	1	-0.5	6	0	-7
36	-8	-0.1	10	-2	-4
37	-1	0.3	-4	0	0
38	2	-0.3	0	6	-4
39	8	-6.7	0	-5	-88*
40	7	0.9	3	0	5

The list continues:
#	molecule	HSP90 refold inh	AI-2 QS mod	aSyn UTR inh	KLF5 inhibitor	HSF-1 act
41	Cc1nn2c(c1-c1ccc(Cl)cc1)N=C(c1ccco1)CC2c1ccccc1 (centres undefined)	1	24	23	2	39
42	O=C(COc1ccc(Br)cc1Cl)Nn1cnnc1	-2	20	27	-23	/
43	COc1ccc(C(=O)N2CCCC(C(=O)N3CCN(c4ccccc4)CC3)C2)cc1 (centres undefined)	0	18	-17	2	6
44	CCN(CC)C(=O)C1CC(=O)OC12CCCCC2 (centres undefined)	2	15	-12	8	11
45	CCOC(=O)C1=C(C)N=c2s/c(=C\c3ccc(OCC(=O)O)cc3)c(=O)n2C1c1ccccc1 (centres undefined)	-2	19	-28	-22	26
46	Cc1cccc(NC(=O)CCN2C(=O)c3ccccc3C2=O)n1	1	29	33	-10	-5
47	O=C(/C=N/O)Nc1ccccc1	3	12	1	-9	1
48	CCN=C1SC(CC(=O)Nc2sc(C)c(C)c2C(=O)OC)C(=O)N1CC (centres undefined)	2	7	19	-15	/

#	Platelet DG rel	HIF activator	HDAC3 inhib	IEC-6 cytotox	HSF1 inh
41	-12	0.0	-4	-2	13
42	0	0.1	-6	-6	/
43	7	-0.2	0	-7	-4
44	5	0.0	2	4	-7
45	4	-1.1	10	-8	11
46	-7	0.3	-7	6	0
47	-4	0.0	0	1	-5
48	-3	-0.2	1	-1	/

Among those listed so far, five contain an NH in an aromatic ring:
#	molecule	HSP90 refold inh	AI-2 QS mod	aSyn UTR inh	KLF5 inhibitor	HSF-1 act
1	COc1ccc(-c2nc(SCC(=O)Nc3cc(C)on3)n[nH]2)cc1	-1	20	-10	-23	-6
4	COC(=O)c1c(C)[nH]c(C(=O)OCC(=O)N(CC(C)C)c2c(N)n(Cc3ccccc3)c(=O)[nH]c2=O)c1C	/	38	11	/	-4
14	COCC(C)N=C1NN=C(c2c[nH]c3ccccc23)CS1 (centres undefined)	1	10	-66	-22	4
23	CC(C)(C)c1[nH]nc2c1C(c1ccoc1)C(C#N)=C(N)O2 (centres undefined)	0	-6	-12	-22	37
40	COC(=O)c1[nH]c2cc(OC)c(OC)cc2c1NC(=O)c1cccc(OC)c1	-3	5	-13	-2	21

#	Platelet DG rel	HIF activator	HDAC3 inhib	IEC-6 cytotox	HSF1 inh
1	-16	-0.1	4	-1	-7
4	4	0.0	/	/	-3
14	1	1.0	15	1	-5
23	2	-0.8	-3	-6	14
40	7	0.9	3	0	5

(further entries)
#	molecule	HSP90 refold inh	AI-2 QS mod	aSyn UTR inh	KLF5 inhibitor	HSF-1 act
49	O=C(CC(=O)c1ccccc1[N+](=O)[O-])c1ccccc1	/	66	-25	/	-76
50	CCOc1cc(S(=O)(=O)Nc2ccc(Cl)cn2)ccc1F	-4	14	15	-1	-6
51	CCCC(=O)NC(c1ccc(C)cc1)c1ccc2cccnc2c1O (centres undefined)	9	-27	58	99*	-4
52	CCCC(c1nnnn1CCOC)N1CCN(c2nc3ccccc3s2)CC1 (centres undefined)	3	6	11	-6	3
53	COc1ccc(N2CCN(C(=O)C3CCN(S(=O)(=O)c4ccc(C)cc4)CC3)CC2)cc1	1	3	-4	4	16
54	O=C1CC(N2CCOCC2)C(=O)N1c1ccccc1Cl (centres undefined)	0	6	0	-29	-3
55	Cc1ccccc1Oc1ccc(S(=O)(=O)NCCC(=O)O)cc1	3	32	3	-7	4
56	COc1cc(C(=O)NCc2ccc(C)cc2)ccc1OCc1c(C)noc1C	-2	9	15	-2	1
57	CC(C)(CSc1ncccn1)NS(=O)(=O)c1ccccc1	-1	24	9	-20	8
58	N/C(=N\c1nc2c(c(=O)[nH]1)CCC2)Nc1ccccc1	-5	11	30	-6	-7

#	Platelet DG rel	HIF activator	HDAC3 inhib	IEC-6 cytotox	HSF1 inh
49	2	-1.5	4	/	-70*
50	3	-0.3	-3	-3	-4
51	14	125*	0	55*	-2
52	0	-0.8	-1	-3	1
53	-8	-0.3	6	6	3
54	0	0.0	4	-5	1
55	-3	-0.2	-5	1	0
56	1	-0.4	1	4	-7
57	2	0.1	0	-3	2
58	0	0.0	2	-5	-6
